# V1aR counter – V1a receptor agonism, counter-screen for OXTR agonists. P37288. CHO-V1R cells, Fluo-8 calcium fluorescence, agonist mode; 0% DMSO, 100% 3 nM vasopressin. activation, % at 3 µM. hit rate 0.25% among 320,000. AID 2797;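 active = activation above the mean activation of all tested compounds plus 3 SD, per screening run, cut at about 20% in these data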;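 note: signal is peak over basal fluorescence ratio across a 100 second FLIPR read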
# TAAR1 antag – antagonists of human TAAR1 | Q96RJ0 | inhibition, % at 3 µM | CHO RD-HGA16 TAAR1, Fluo-8 calcium fluorescence, antagonist | hit rate 1.5% among 360,000 | AID 624466;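 active = inhibition above a per-plate cutoff, the mean inhibition of test compounds on that plate plus 3 SD, cut at about 49% in these data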;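 note: 0% = DMSO plus EC80 beta-PEA response and 100% = DMSO alone without agonist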
# Target sequence (Q96RJ0 whole entry, looked up): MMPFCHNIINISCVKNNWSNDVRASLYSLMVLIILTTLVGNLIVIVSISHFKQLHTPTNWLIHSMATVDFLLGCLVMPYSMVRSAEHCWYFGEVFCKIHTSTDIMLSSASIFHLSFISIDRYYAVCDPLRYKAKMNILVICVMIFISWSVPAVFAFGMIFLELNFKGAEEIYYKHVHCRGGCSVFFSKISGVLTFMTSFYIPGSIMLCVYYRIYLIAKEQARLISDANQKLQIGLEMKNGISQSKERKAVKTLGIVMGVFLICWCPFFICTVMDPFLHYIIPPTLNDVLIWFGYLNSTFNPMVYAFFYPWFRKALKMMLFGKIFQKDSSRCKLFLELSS
#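 Material: CHO RD-HGA16 cells bearing hTAAR1; compound dosing: one-point dosing, 3 µM nominal final; schedule: dye loading 75 min at 37 °C, then 30 min room temperature; measured by: calcium fluorescence with Fluo-8; control set: vehicle and agonist controls; replication: n of 1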
# TAAR1 agonist – agonists of human TAAR1. AID 624467. activation, % at 3 µM. CHO RD-HGA16 TAAR1, Fluo-8 calcium fluorescence; vehicle wells 0%, saturating PEA agonist 100%. hit rate 0.99% among 360,000. Q96RJ0;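 active = activation above the mean activation of all test compounds in the run plus 3 SD, cut at about 38% in these data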
#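 System: CHO-derived RD-HGA16 cells with stable Gα16 and human TAAR1 / Times: 17-24 h plating, Fluo-8 75 min 37 °C, 30 min RT / Technique: calcium-sensitive Fluo-8 signal, excitation 470-495, emission 515-575 nm / Measure: % activation relative to PEA EC100 response / Benchmarks: DMSO and PEA EC100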
# CHO parental Ca – counter-screen for OX1R antagonists: effect in parental CHO cells; inhibition, % at 5.6 µM; AID 463079; hit rate 0.63% among 330,000; parental CHO-K1, ATP-induced calcium, Fluo-8 fluorescence;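 active = inhibition above that plate's mean sample inhibition plus 3 SD, cut at about 26% in these data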;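 note: 0% = ATP-challenged DMSO wells and 100% = DMSO wells without ATP; some compounds past the cut are filed as inactive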
#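 Measured by: calcium-sensitive Fluo-8 fluorescence / Test system: CHO parental line / Controls: ATP-challenged DMSO wells low, unchallenged DMSO wells high / Measure: % inhibition / Compound: single nominal dose of 5.6 µM per compound / Replicates: single well per compound, no replicates / Reagent: ATP as calcium-mobilizing challenge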
# OXTR potentiate – human OXTR potentiation; hit rate 0.061% among 320,000; P30559; CHO-OTR cells, Fluo-8 calcium fluorescence, potentiator mode; 0% = oxytocin EC15, 100% = EC100; activation, % at 3 µM;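 active = activation above that plate's cutoff, the mean activation of tested compounds plus 3 SD, cut at about 6.6% in these data, passing the limit was not always enough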;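 note: 100% uses oxytocin at 75 nM as the full agonist control; some results filed as inactive read as strong as hits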
#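 Replication – single well per compound, singlicate · Assay system – CHO cell line stably expressing human OTR · Timing – 6 min pre-incubation, 100 s read · Measure – normalized max/min fluorescence ratio, % activation · Doses – 3.0 µM, one dose · Detection – Fluo-8 calcium dye fluorescence · Probe or stimulus – oxytocin near EC15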
# OXTR ag – agonists of human oxytocin receptor | AID 2435 | activation, % at 3 µM | CHO-OTR cells, Fluo-8 calcium fluorescence; normalized: DMSO 0%, oxytocin 100% | hit rate 0.32% among 320,000;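 active = activation above the mean of all tested compounds plus 3 SD, cutoff set per screening run, cut at about 20% in these data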;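 note: peak over basal fluorescence ratio from a 100 s FLIPR kinetic read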
# CHRM1 agonist – agonists of human M1 muscarinic receptor. activation, % at 3 µM. CHO-K1 hM1, Fluo-8 calcium fluorescence, agonist mode; 0% DMSO, 100% acetylcholine EC100. P11229. hit rate 0.33% among 360,000;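 active = activation above the run's mean compound activation plus 3 SD, cut at about 16% in these data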;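 note: peak over basal fluorescence ratio within a 140 s kinetic read after compound addition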
# Target sequence (P11229 whole entry, looked up): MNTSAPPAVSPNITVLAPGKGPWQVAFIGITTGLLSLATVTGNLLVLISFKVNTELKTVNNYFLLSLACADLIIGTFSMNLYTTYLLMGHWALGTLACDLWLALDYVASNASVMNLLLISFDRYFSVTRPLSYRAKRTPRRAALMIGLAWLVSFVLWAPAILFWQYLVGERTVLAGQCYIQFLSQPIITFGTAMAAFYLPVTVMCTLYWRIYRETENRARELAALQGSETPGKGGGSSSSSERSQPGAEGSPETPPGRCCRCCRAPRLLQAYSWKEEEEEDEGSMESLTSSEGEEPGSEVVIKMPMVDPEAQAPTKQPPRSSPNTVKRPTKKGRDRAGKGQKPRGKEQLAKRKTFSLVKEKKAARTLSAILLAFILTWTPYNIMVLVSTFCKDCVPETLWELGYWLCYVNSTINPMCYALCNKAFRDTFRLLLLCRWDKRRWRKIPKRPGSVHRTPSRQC
# M1 PAM – potentiates human M1 receptor response to acetylcholine | activation, % at 3 µM | hit rate 0.088% among 360,000 | P11229 | CHO-K1 hM1, Fluo-8 calcium fluorescence, ACh EC20; 0% = ACh EC20, 100% = maximal ACh | AID 588819; in the data active = activation above about 19%, passing the limit was not always enough
# CHRM1 antagonist – antagonists of human M1 muscarinic receptor. P11229. inhibition, % at 3 µM. CHO-K1 hM1, Fluo-8 calcium fluorescence, ACh EC80 antagonist. hit rate 1.3% among 360,000;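 active = percent inhibition above its own plate's cutoff, namely the mean of that plate's compound wells plus 3 SD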;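 note: peak over basal fluorescence ratio during 140 s after agonist addition; 0% = ACh EC80 plus DMSO and 100% = DMSO alone without agonist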
# Numbers without * were called inactive; · = not tested or not shown.
SMILES,V1aR counter,TAAR1 antag,TAAR1 agonist,CHO parental Ca,OXTR potentiate,OXTR ag,CHRM1 agonist,M1 PAM,CHRM1 antagonist
O=C(/C=C/C(=O)N1CCc2ccccc2C1)N1CCc2ccccc2C1,1.5,47,82*,-12,-1,0.6,-5,2,-9
CCCCNC(=O)C1(NC(=O)Nc2ccccc2)CCCCC1,-0.1,14,1,-8,-6,-0.7,-1,7,-6
CCOC(=O)c1nn(-c2cccc(OC)c2)c2nc(CC)c(C#N)c(=O)n12,-1.6,-1,-2,-7,4,-2.4,-5,6,-3
CCc1c(C)nc(SCC(N)=O)c(C#N)c1C,0.5,-8,2,-12,5,0.8,-1,8,-9
Cc1cccc(-n2c(SCC(N)=O)nnc2-c2ccco2)c1,-0.9,-4,0,1,1,1.3,-1,3,6
O=C(NC12CC3CC(CC(C3)C1)C2)c1ccc(-c2cccc(Cl)c2)o1,-0.3,-5,1,-26,-6,-1.3,-5,6,-3
O=C(O)C1CCCCC1C(=O)NCc1ccc(F)cc1 (stereo not drawn),-0.2,11,13,4,-5,-0.2,0,11,-1
Cc1cc2nc(SCCN3CCOCC3)[nH]c2cc1C,-1.1,-17,5,-3,2,-1.0,-4,5,-1
COCC(=O)N(Cc1cc2cc(C)ccc2[nH]c1=O)c1cccc(C)c1C,0.6,-5,33,-5,-18,-0.6,-2,8,-17
Cc1cccc(C)c1Nc1nnc(SCC(=O)Nc2cc(S(=O)(=O)N3CCCCC3)ccc2Cl)s1,1.7,-7,-1,-15,-12,-1.1,-10,4,-5
C[C@]12c3[nH]c4ccc(Cl)cc4c3CCN1C(=O)[C@@H](CC(=O)NCc1cccc(C(F)(F)F)c1)C[C@@H]2C(=O)N1CCOCC1,·,19,15,0,·,·,-4,12,-12
CC(C)C1C(=O)N(Cc2cn(CC3CCCCC3)nn2)CCS(=O)(=O)N1Cc1ccc(-c2ccc(F)nc2)cc1 (stereo not drawn),·,-27,0,·,·,·,-4,6,-11
Cc1nnc(SCC(=O)NC2CCCC2)n1-c1ccccc1,1.0,-10,3,3,-3,1.3,-2,-1,-1
COC(CNC(=O)c1ccc(N2CCCC2=O)cc1)OC,0.9,1,0,-13,-3,1.8,-2,8,-6
COc1ccccc1Nc1nc(N)nc(CCl)n1,-1.4,11,1,4,1,-1.3,-1,10,-13
O=C(OCc1ccccc1)N(CCCCN(CCCNCc1ccccc1)C(=O)OCc1ccccc1)CCCNCc1ccccc1,·,28,12,·,·,·,-6,-20,24
N=C1SCC(=O)N1c1ccc(Cl)cc1,-0.3,-7,6,-11,-4,-1.3,-3,4,-7
CCN(CC)S(=O)(=O)c1ccc(-c2csc(C)n2)s1,1.6,-7,12,-23,-5,-0.9,-1,20,-15
Cc1oc(-c2ccccc2F)nc1CN1CCC(C(=O)NC2CCCc3ccccc32)CC1 (stereo not drawn),7.1,2,4,-23,-3,-0.5,-3,0,-2
c1ccc(-c2n[nH]nc2-c2ccccc2)cc1,-0.3,13,8,1,-3,-0.5,-2,2,4
CCOc1ccc(N(CC(=O)NCC2CCCO2)S(=O)(=O)c2ccc(C)cc2)cc1 (stereo not drawn),0.3,-5,-3,-10,-12,-0.7,-2,5,-9
COc1ccc2[nH]c3c(=O)n(Cc4ccc(C(=O)N5CCCCCC5)cc4)c(=S)[nH]c3c2c1,-0.4,7,3,-2,2,1.6,-5,-2,-6
COc1ccccc1-c1ccc(SCC(=O)NCc2ccc3c(c2)OCO3)nn1,-1.0,-10,1,-19,3,-1.9,-5,3,-5
O=[N+]([O-])c1ccc(-c2cn3ccccc3n2)cc1,-1.3,-29,2,-14,-1,-3.0,-8,8,-4
O=C(CSC(=S)N1CCN(c2ccccc2)CC1)Nc1nc(-c2ccccc2)c(-c2ccccc2)o1,-0.9,2,3,-3,0,-0.1,-5,8,4

# Single records, from the list above. Order of screens: V1aR counter, TAAR1 antag, TAAR1 agonist, CHO parental Ca, OXTR potentiate, OXTR ag, CHRM1 agonist, M1 PAM, CHRM1 antagonist
# Entry for O=C(OCc1ccccc1)N(CCCCN(CCCNCc1ccccc1)C(=O)OCc1ccccc1)CCCNCc1ccccc1 → ·, 28, 12, ·, ·, ·, -6, -20, 24
# Entry for O=C(CSC(=S)N1CCN(c2ccccc2)CC1)Nc1nc(-c2ccccc2)c(-c2ccccc2)o1 → -0.9, 2, 3, -3, 0, -0.1, -5, 8, 4
# Entry for Cc1nnc(SCC(=O)NC2CCCC2)n1-c1ccccc1 → 1.0, -10, 3, 3, -3, 1.3, -2, -1, -1

# Going on with the list.
SMILES,V1aR counter,TAAR1 antag,TAAR1 agonist,CHO parental Ca,OXTR potentiate,OXTR ag,CHRM1 agonist,M1 PAM,CHRM1 antagonist
COC(=O)[C@]1(C)N[C@H](CN(C)S(=O)(=O)c2ccc(OC)cc2)[C@@H]2C(=O)N(C)C(=O)[C@@H]21,0.9,-6,0,-1,2,1.2,-2,3,-13
O=[N+]([O-])c1ccc(S(=O)(=O)N2CCN(c3ccnc4cc(Cl)ccc34)CC2)cc1,0.8,43,1,0,-13,-0.6,-3,-4,9
O=C(CSCc1ccccc1)N1CCN(c2ccc(F)cc2)CC1,4.8,0,9,-20,-12,4.5,-4,-6,7
CCOC(=O)CNC(=O)CSc1nc(-c2ccccc2)ns1,1.0,-10,-1,2,-3,0.6,-7,8,-10
COc1ccc(/C=C/C(=O)OCC(=O)c2ccccc2F)cc1,0.6,-17,0,-14,-7,-0.8,-7,-12,7
Cc1cn([C@H]2C[C@H](O)[C@@H](/C=C/C(=O)NCc3ccccc3)O2)c(=O)[nH]c1=O,·,2,2,·,·,·,-1,2,-18
COC(=O)C(CCCN1C(=O)c2ccccc2C1=O)(NC(C)=O)c1nn[nH]n1 (stereo not drawn),-0.1,12,-1,-9,-7,0.2,0,5,-4
CC1(C)Cc2ccccc2-c2nc3n(c(=O)c21)CCS3,0.6,7,9,-10,-6,-2.0,-11,-7,4
Cc1cc(C)nc(NS(=O)(=O)c2ccc(NC(=O)c3ccccc3Br)cc2)n1,·,-20,2,·,·,·,-5,4,-8
COc1ccc(Cc2cc(-c3ccc(F)cc3)n[nH]c2=O)cc1,3.0,-16,0,-20,-10,3.0,-1,2,-3
CCOc1ccccc1N(CC(=O)Nc1ccc(OC)c(OC)c1)S(=O)(=O)c1ccccc1,-1.2,-7,0,-13,4,-1.2,-2,16,-17
CN(C)CCCNS(=O)(=O)c1ccc(Oc2ncc(C(F)(F)F)cc2Cl)cc1,6.6,-6,7,-14,-20,13,-5,1,-1
COCCNC(=S)N1CCN(c2nc3ccccc3s2)CC1,4.5,7,5,10,-8,3.5,-3,4,-5
CCCOc1ccc(OC(=O)Cc2ccc(OC)c(S(=O)(=O)N3CCOCC3)c2)cc1,0.9,-1,6,-23,-2,1.8,2,16,-2
O=C(CSc1nnc(SCc2ccccc2)s1)N/N=C/c1c(Cl)cccc1Cl,-0.5,21,0,-10,-2,-0.9,-7,-2,-1
COCCOc1cc(N(CC(=O)N(C)C)S(=O)(=O)c2ccccc2)c(Cl)cc1Cl,-0.7,-1,-1,-24,-3,-1.4,-7,3,-6
CCC(=O)NC(C)c1cc(Cl)c2cccnc2c1O (stereo not drawn),0.9,-6,8,-18,-5,0.6,-2,6,-3
COC(=O)c1cc(OC)c(OC)cc1NC(=O)Cc1ccccc1[N+](=O)[O-],-0.3,1,2,-11,-5,0.2,-5,-2,-1
CC(C)[N+](C)(CCOC(=O)C1c2ccccc2Oc2ccccc21)C(C)C,-0.3,-20,2,-9,1,-0.2,-6,-24,97*
CN(C(=O)CSc1nncc2ccccc12)C1CCCCC1,-1.2,-17,8,-12,-13,-1.9,-1,6,-6
C[N+]1(CC(=O)Nc2ccccc2Cl)CCN(C(=O)c2cccs2)CC1,-0.2,-11,11,2,-3,0.5,-5,-12,33*
COc1ccc(CNc2ncc(-c3cccc([N+](=O)[O-])c3)n2C)c(OC)c1OC,1.0,5,0,-14,-1,-1.0,-9,-28,54*
O=C1OC[C@@H]2CCCN2C(=O)[C@H](CC(=O)N(CCO)Cc2ccccc2)C/C=C\C[C@H]1Cc1ccc(F)cc1,0.5,11,9,-21,-1,-0.1,-4,4,-7
Cn1ncc(Br)c1C(=O)NC(=S)N1CCN(c2ccccn2)CC1,0.6,6,6,-9,-7,-0.2,-5,3,-2
C=CCn1c(C)nnc1SCC(=O)N1CCN(S(=O)(=O)c2ccccc2)CC1,-0.2,8,0,1,2,0.8,-7,3,-24
CCc1ccc(N=C2NC(=O)/C(=C/c3ccc(OCC(=O)O)cc3)S2)cc1,-0.3,1,0,2,-8,-0.9,0,5,-15
Nc1c(C(=O)Nc2ccc3c(c2)OCCO3)nnn1CCc1ccccc1,1.5,-8,2,-7,-2,-0.2,0,2,-12

# Looked up above.
# COC(=O)[C@]1(C)N[C@H](CN(C)S(=O)(=O)c2ccc(OC)cc2)[C@@H]2C(=O)N(C)C(=O)[C@@H]21 @ CHRM1 antagonist: -13
# O=C(CSCc1ccccc1)N1CCN(c2ccc(F)cc2)CC1 @ OXTR potentiate: -12

# CHRM1 antagonist: entries above that show a hit.
mol | TAAR1 antag | TAAR1 agonist | CHRM1 agonist | M1 PAM | CHRM1 antagonist
CC(C)[N+](C)(CCOC(=O)C1c2ccccc2Oc2ccccc21)C(C)C | -20 | 2 | -6 | -24 | 97*
C[N+]1(CC(=O)Nc2ccccc2Cl)CCN(C(=O)c2cccs2)CC1 | -11 | 11 | -5 | -12 | 33*
COc1ccc(CNc2ncc(-c3cccc([N+](=O)[O-])c3)n2C)c(OC)c1OC | 5 | 0 | -9 | -28 | 54*

# Another view of 2 compounds above:
SMILES: CCOC(=O)c1nn(-c2cccc(OC)c2)c2nc(CC)c(C#N)c(=O)n12
- V1aR counter = -1.6
- TAAR1 antag = -1
- TAAR1 agonist = -2
- CHO parental Ca = -7
- OXTR potentiate = 4
- OXTR ag = -2.4
- CHRM1 agonist = -5
- M1 PAM = 6
- CHRM1 antagonist = -3
SMILES: C=CCn1c(C)nnc1SCC(=O)N1CCN(S(=O)(=O)c2ccccc2)CC1
- V1aR counter = -0.2
- TAAR1 antag = 8
- TAAR1 agonist = 0
- CHO parental Ca = 1
- OXTR potentiate = 2
- OXTR ag = 0.8
- CHRM1 agonist = -7
- M1 PAM = 3
- CHRM1 antagonist = -24

# Compound activity as filed in PubChem.
